Source: PubChem (National Center for Advancing Translational Sciences (NCATS))
IL-2 act = IL-2 activation. IL-2 activation reporter assay, cell-based qHTS; stimulated with anti-CD3/CD4/CD28 beads; in transgenic mouse T cells. activation, % (series mostly up to about 46 µM). actives 0.065% (n = 360,000). AID 652025; in the data active means activation above about 50%; inconclusive means mostly about 30% to 49%; further: 0% is about no effect
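Using fluorescent plate cytometry, EGFP and DsRed are detected in transgenic mouse T cells stimulated 18 h at 37 degrees C with antibody-coated beads after 60 min compound pretreatment.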
ATXN2 expr inh = inhibitors of ATXN2 expression. HEK-293 ATXN2-luciferase reporter, luminescence, 24 h. Potency, µM (titrated, usually from 57 µM), inactives show at the highest dose activity change, negative = inhibition, hits mostly inhibitors. actives 0.72% (n = 360,000); further: potency means the concentration at half of the fitted maximal effect; on the % scale 0 is the no-effect control and ±100 the full control effect; nearly all actives have a fitted effect of over 55% in size
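ATXN2-luciferase reporter cells (luciferase flanked by upstream and downstream ATXN2 gene portions) were treated 24 h at 37 °C with compounds at up to 57 uM. SteadyGlo luminescence gave expression; GF-AFC fluorescence gave viability.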
EPAC2 ag = agonists of human EPAC2 (RAPGEF4). EPAC2 activation, biochemical qHTS; response scale: 100% = 6.5 mM cAMP response. Potency, µM (highest dose often 154 µM), without a hit: top-dose activation, most hits filed as activators. actives 0.079% (n = 360,000). AID 720711; further: potency means the concentration at half of the fitted maximal effect; nearly all actives have a fitted effect of over 50% in size
Target sequence (Q8WZA2 whole entry, looked up): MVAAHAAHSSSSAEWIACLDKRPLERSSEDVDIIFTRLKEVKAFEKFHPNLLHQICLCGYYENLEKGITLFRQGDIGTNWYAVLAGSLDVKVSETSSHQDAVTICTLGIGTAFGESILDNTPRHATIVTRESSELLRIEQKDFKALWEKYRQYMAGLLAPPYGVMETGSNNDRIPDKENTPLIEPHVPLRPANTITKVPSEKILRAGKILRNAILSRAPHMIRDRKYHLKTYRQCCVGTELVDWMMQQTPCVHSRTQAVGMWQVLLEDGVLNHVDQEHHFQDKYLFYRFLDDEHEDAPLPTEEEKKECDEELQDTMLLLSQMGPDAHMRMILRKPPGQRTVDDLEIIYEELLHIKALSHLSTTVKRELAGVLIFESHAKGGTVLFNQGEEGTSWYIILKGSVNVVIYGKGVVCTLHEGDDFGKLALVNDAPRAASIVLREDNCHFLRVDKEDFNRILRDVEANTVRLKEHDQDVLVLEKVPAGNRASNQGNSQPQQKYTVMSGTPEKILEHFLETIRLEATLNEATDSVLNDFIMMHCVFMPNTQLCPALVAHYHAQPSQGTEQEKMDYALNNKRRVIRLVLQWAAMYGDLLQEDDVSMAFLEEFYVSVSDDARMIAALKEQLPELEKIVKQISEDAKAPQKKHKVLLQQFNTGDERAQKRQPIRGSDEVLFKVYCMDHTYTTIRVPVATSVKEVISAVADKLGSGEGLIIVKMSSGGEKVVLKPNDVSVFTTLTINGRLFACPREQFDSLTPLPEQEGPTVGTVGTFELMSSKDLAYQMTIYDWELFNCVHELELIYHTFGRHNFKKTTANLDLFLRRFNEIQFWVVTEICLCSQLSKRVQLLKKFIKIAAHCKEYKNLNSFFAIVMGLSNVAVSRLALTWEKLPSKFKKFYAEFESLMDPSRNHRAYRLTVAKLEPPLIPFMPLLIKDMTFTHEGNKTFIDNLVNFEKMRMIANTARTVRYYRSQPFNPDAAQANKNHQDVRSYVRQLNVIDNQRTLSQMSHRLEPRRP
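Exchange assay: 100 nM EPAC2 with 250 nM Rap1B-BODIPY-GDP and 50 uM GDP. Fluorescence (ex 480/em 540 nm) read every 5 min for 30 min at room temperature. Data normalized to 6.5 mM cAMP as agonist control.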
HepG2 tox = counter-screen for TGF-b inhibitors: cytotoxicity in HepG2 cells | HepG2 CAGA-GFP viability, ATP luminescence, 18 h | Potency, µM (top dose mostly 46.1 µM), for the others: at the highest dose activity change, negative = cytotoxicity, most hits filed as cytotoxic | actives 0.76% (n = 410,000) | AID 588856; further: potency means the concentration at half of the fitted maximal effect; some results filed as inactive show a strong effect at the top dose
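HepG2 CAGA-GFP cells (1000/well, DMEM with 1% FBS) received compound, then TGF-beta at 500 pg/mL final, and were incubated 18 hours at 37 degrees C. Viability was read by CellTiter-Glo luminescence. Media-only wells were set as complete cell-killing and DMSO as no toxicity.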
TGFb SMAD3 inh = blocks TGF-b signaling; Potency, µM (series often up to 46.1 µM), for the others: at the highest dose activity, negative = inhibition, most hits filed as inhibitors; AID 588855; actives 1.2% (n = 410,000); HepG2 CAGA-GFP TGF-b/SMAD3 reporter, GFP fluorescence, 18 h; TGF-beta stimulated, 500 pg/mL final; further: potency means the concentration at half of the fitted maximal effect; on the % scale 0 is the no-effect control and ±100 the full control effect; nearly all actives have a fitted effect of over 65% in size
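Inhibition was scored as loss of TGF-beta-induced (500 pg/mL final, 18 hours, 37 degrees C) GFP in HEPG2 cells carrying a CAGA-GFP reporter, in DMEM with 1% FBS. Well GFP was summed per cell; Activity was normalised to unstimulated and stimulated DMSO wells, then concentration-response fitting.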
Nrf2 ARE act = Nrf2 pathway activation | AREc32 ARE-luciferase reporter (MCF7-derived line), luminescence, 24 h | Potency, µM (titrated, usually from 46.1 µM), for the others: top-dose activation, actives largely listed as activators | actives 0.31% (n = 410,000); further: potency means the concentration at half of the fitted maximal effect; % of control where 0% means no effect; nearly all actives have a fitted effect of over 65% in size
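Each well held 1000 AREc32 cells, which were incubated with compound for 24 hr at 37 deg C after overnight attachment, and ARE reporter activity was quantified by firefly luciferase luminescence.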
A549 viability = A549 cytotoxicity, counter-screen for Nrf2 inhibitors | A549 ARE-Fluc cells, CellTiter-Fluor viability, 18-24 h | Potency, µM (doses to about 46 µM), without a hit: at the top dose activity change, negative = cytotoxicity, most hits filed as inhibitors | actives 0.16% (n = 390,000) | AID 504648; further: potency means the concentration at half of the fitted maximal effect; on the % scale 0 is the no-effect control and ±100 the full control effect
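A549 ARE_Fluc cells in 5% FBS OPTI-MEM were exposed to compounds in concentration-response for 18-24 h at 37 deg C. Viability was read by CellTiter-Fluor fluorescence (Ex 405/Em 525) after 30 min, before the luciferase read.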
S2 tox = viability counter-screen for ATXN expression inhibitors; S2 cells (HEK-293 line with an ATXN2-luciferase reporter) viability, CellTiter-Fluor protease fluorescence, 24 h; Potency, µM (top dose mostly 56.7 µM), most hits filed as cytotoxic; actives 0.49% (n = 400,000); further: potency means the concentration at half of the fitted maximal effect; nearly all actives have a fitted effect of over 40% in size
Nrf2 block = blocks Nrf2 signaling | A549 ARE-Fluc reporter, luciferase luminescence, 18-24 h | Potency, µM (series often up to 46 µM), inactives show at the top dose activity change, negative = inhibition, most hits filed as inhibitors | actives 2.1% (n = 360,000) | AID 504444; further: potency means the concentration at half of the fitted maximal effect; on the % scale 0 is the no-effect control and ±100 the full control effect; nearly all actives have a fitted effect of over 60% in size
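Quantitative HTS in A549 cells stably bearing an antioxidant response element-firefly luciferase construct. Inhibition of Nrf2-driven transcription was scored by luminescence after 18-24 h of compound exposure at 37 °C.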
Active calls of the source: *; i = inactive; ? = inconclusive; · = not tested or not shown; & = joins results of further samples; [ ] = remark or other dose. Unless noted, the call rests on the fitted dose curve; in most records, active means well fitted curve in the direction sought with a large enough effect; inconclusive means small, poorly fitted or top-dose-only effect, or another doubt; inactive means no such curve, though single readings can be large; an effect the other way counts as inactive or inconclusive. A portion of the library, so the mix of outcomes need not match the whole.

SMILES	IL-2 act	ATXN2 expr inh	EPAC2 ag	HepG2 tox	TGFb SMAD3 inh	Nrf2 ARE act	A549 viability	S2 tox	Nrf2 block
COc1ccc(-n2nnnc2C(c2cccs2)N2CCC3(CC2)C(=O)NCN3c2ccccc2)cc1 (stereo not given)	1.0	?	10%	15%	?	-1.2%	·	?	·
CC(C)=CCOc1c2occc2cc2ccc(=O)oc12	1.8	2%&-12%	9%	1%	26%	5.7%	9%	i	-4%
CCOC(=O)c1nc2ccccc2c(=O)n1-c1ccc(C)cc1C	-2.1	-17%	-12%	5%	6%	-0.3%	-2%	i	-18%
CCCCCN1C(=O)c2cc(OC)ccc2[C@@]2(C(=O)OCC)Cc3cc(OC)ccc3[C@@H]12	-1.3	?	1%	·	·	-2.7%	·	·	·
CCCSc1nc(O)c(CC)c(=O)n1C(C)CC (stereo not given)	-0.7	-12%	5%	-1%	-3%	-0.4%	8%	i	·
CN1CCN(c2ncnc3ccc(Br)cc23)CC1	-0.4	-34%	2%	-20%	0%	0.0%	-4%	i	?
COc1ccc(OC)c(NC(=O)Cn2cc(C(=O)c3ccccc3)c3ccccc32)c1	·	0%	·	-15%	?	3.1%	-12%	i	-21%
Cc1cccc(C)c1OCC(=O)Nc1ccc(Cl)cc1C(=O)c1ccccc1	·	·	·	2%	?	4.5%	3%	·	?
N#Cc1ncc(N=Cc2ccc(N(CCCl)CCCl)cc2)s1	0.5	?	3%	-21%	5%	3.4%	-2%	i	-26%
CCOc1ccc(-n2c(O)c(N=Nc3c(C)n(C)n(-c4ccccc4)c3=O)c(=O)[nH]c2=O)cc1	-3.2	2%	19%	19%	18%	0.5%	-16%	i	9%
Nc1nc2n(n1)C(c1cccs1)CC(c1ccc(Br)cc1)N2 (stereo not given)	-2.5	-12%	-2%	-25%	-2%	-0.5%	-7%	i	?
CNP(=S)(NC)OCCOc1ccc(OC)cc1	-4.4	25%	3%	9%	0%	-0.4%	-1%	i	·
O=C(COc1ccccc1[N+](=O)[O-])N1CCN(CCc2ccccn2)CC1	·	7%	·	-4%	-1%	3.5%	17%	i	13%
COc1ccc(Cl)cc1NC1=NCC(C)S1 (stereo not given)	-0.7	-12%	-1%	-33%	15%	0.5%	?	i	15%
Cc1ccc(C(=O)Nc2ccc(Cl)cc2C(=O)c2ccccc2)cc1	-0.3	-6%	11%	-21%	-6%	0.4%	-23%	i	?
O=C(c1ccc(Cl)cc1)C1CCCN(Cc2cccn2-c2cccnc2)C1 (stereo not given)	-0.4	-31%	?	-15%	?	0.9%	3%	i	-17%
O=c1c2ccccc2c(C=Nc2ccc(O)cc2)c(O)n1Cc1ccccc1	-3.0	54%[activator]	-33%[inhibitor]	-2%	2%	2.5%	-5%	i	6%
O=C(c1ccco1)N1Cc2ccccc2-n2nncc2C1	0.1	9%	3%	-8%	0%	4.7%	·	i	·
O=P1(Nc2cccnc2)COc2ccccc2OC1	1.5	-2%	4%	-20%	-5%	0.3%	-9%	i	10%
O=C(NCc1cccnc1)C(Cl)(Cl)Cl	-0.5	4%	-4%	-28%	6%	0.2%	2%	i	-10%

Overlap with the part before: 4 entries, then new ones.
SMILES	IL-2 act	ATXN2 expr inh	EPAC2 ag	HepG2 tox	TGFb SMAD3 inh	Nrf2 ARE act	A549 viability	S2 tox	Nrf2 block
O=c1c2ccccc2c(C=Nc2ccc(O)cc2)c(O)n1Cc1ccccc1	-3.0	54%[activator]	-33%[inhibitor]	-2%	2%	2.5%	-5%	i	6%
O=C(c1ccco1)N1Cc2ccccc2-n2nncc2C1	0.1	9%	3%	-8%	0%	4.7%	·	i	·
O=P1(Nc2cccnc2)COc2ccccc2OC1	1.5	-2%	4%	-20%	-5%	0.3%	-9%	i	10%
O=C(NCc1cccnc1)C(Cl)(Cl)Cl	-0.5	4%	-4%	-28%	6%	0.2%	2%	i	-10%
CCCCn1c(N)c(N(CCOC)C(=O)CCCn2c(=O)oc3ccccc32)c(=O)[nH]c1=O	-0.6	-10%	-3%	-18%	-8%	0.1%	-10%	i	-23%
COc1ccc(CCn2c(O)c(C=Nc3ccccc3F)c(=O)[nH]c2=O)cc1OC	-0.7	-4%	1%	-11%	8%	0.5%	-13%	?	1%
N#CC1(c2ccccc2)CCN(C2CC(=O)N(c3ccc4c(c3)OCO4)C2=O)CC1 (stereo not given)	1.1	·	14%	4%	-1%	0.3%	17%	?	-5%
CN(C)c1ccc(/C=C2\C(=O)NC(=O)N(CCc3ccc(F)cc3)C2=O)cc1	-0.8	·	6%	-3%	3%	2.0%	10%	i	15%
COc1ccc(NS(=O)(=O)c2cc(N=Nc3c(O)[nH]c(=O)[nH]c3=O)ccc2OC)cc1Br	-1.1	·	-3%	-25%	?	0.4%	·	?	·
O=C(Nc1ccc2ccccc2c1)N1C[C@H]2C[C@@H](C1)c1cccc(=O)n1C2	-0.5	-10%	18%	-2%	-2%	0.2%	6%	i	?
CCOc1ccc2[nH]c(=O)c(CN(CCO)C3(c4nnnn4C4CCCCC4)CCCCC3)cc2c1	0.8	15%	-6%	-63%	14%	3.1%	2%	i	18%
CCOC(=O)C1(c2ccccc2)CCN(CCC(=O)Nc2ccc(C(=O)OC)cc2)CC1	0.3	-18%	3%	-36%	?	3.3%	-3%	i	2%
CC(=O)N1CN2CN(C(C)=O)CC(C(=O)c3ccc([N+](=O)[O-])cc3)(C2)C1	-0.7	0%	7%	5%	12%	-0.9%	1%	i	0%
N=C1c2ccccc2CN1NC(=O)c1ccc(Br)o1	0.7	·	5%	7%	10%	3.4%	-10%	i	2%
O=C1/C(=C\c2ccc(Cl)cc2Cl)N2CCC1CC2	0.4	-2%	3%	8%	6%	-0.8%	-7%	i	-2%
O=C1CN=C(c2ccccc2)c2cc(Cl)ccc2N1Cc1ccc(Cl)cc1	·	-7%	·	-38%	?	-3.5%	11%	·	-11%
CC(C)OCCCNC(=O)c1c(N)n(Cc2cccs2)c2nc3ccccc3nc12	-0.5	?	-3%	22µM*	18µM*	-3.7%	?	i	?
CCC(C#N)(CC)P(=S)(c1ccccc1)c1ccccc1	0.0	·	7%	-31%	?	0.0%	0%	i	-25%
O=C(c1cc2ccccc2oc1=O)N1CCC2(CC1)OCCO2	-0.2	-6%	15%	-9%	-1%	-0.6%	-3%	i	-24%
C=CCn1c(O)c(C=NCCN2CCNCC2)c(=O)[nH]c1=O	-1.8	0%	4%	-14%	0%	-0.4%	9%	i	0%
CNC(=O)c1cccn(Cc2ccc(C(F)(F)F)cc2)c1=O	1.6	34%	8%	-28%	0%	?	9%	i	?
COC(=O)C(O)(c1ccc(N(C)C(=O)COc2ccccc2)cc1)C(F)(F)F (stereo not given)	-4.1	-6%	-11%	-11%	6%	0.2%	1%	i	-3%
CCc1ccc(NC(=O)Cn2c(=O)oc3cc(S(=O)(=O)NCc4ccccc4)ccc32)cc1	·	-25%	·	-39%	-22%	2.6%	17%	i	21%
CS(=O)(=O)c1ccc(C2=C(CNC(=O)c3ccc([N+](=O)[O-])cc3)[C@H]3CC[C@@H](C2)N3Cc2ccccc2)cc1	0.0	-2%	8%	-27%	-2%	3.5%	·	i	·
COc1ccc(CN2CCCC(C(=O)c3ccc(Cl)cc3)C2)c(OC)c1 (stereo not given)	-0.9	-23%	0%	-30%	-24%	2.9%	-12%	i	-4%
Cc1ccc(C(=O)N2CC2C)cc1 (stereo not given)	0.2	-10%	5%	-21%	22%	-0.5%	-2%	i	-8%
O=c1c2ccccc2nc(N2CCCC2)n1-c1ccccc1	-3.5	-2%	18%	0%	?	0.6%	-6%	i	2%
COc1ccc(CC2C(=O)N(C)C(=O)N(C)C2=O)c(OC)c1	0.6	-1%	1%	-12%	12%	-0.4%	2%	i	-9%
Cc1ccc(-c2nc(CN3C(=O)CN=C(c4ccccc4)c4ccccc43)c(C)o2)cc1	·	3%	·	-1%	-12%	-0.9%	-20%	i	-8%
CC(C)OC(=O)c1c(N)n(CC2CCCO2)c2nc3ccccc3nc12 (stereo not given)	-1.8	-16%	2%	-22%	-39%	0.0%	17%	·	-3%
O=c1c2ccccc2nc(-c2ccoc2)n1-c1ccccc1	-0.5	-3%	-2%	-20%	7%	-0.2%	-8%	i	3%
COc1cc(C(=O)OC2C[C@H]3CC[C@@H](C2)N3)ccc1O (stereo not given in full)	-0.5	·	9%	8%	16%	0.1%	4%	i	8%
CN(Cc1ccccc1)C(=O)Cn1c(=O)oc2cc(S(=O)(=O)NCc3ccccc3)ccc21	-4.5	-14%	4%	-32%	-29%	0.3%	-5%	i	18µM*
Cc1ccc(N=Nc2c(O)[nH]c(=O)[nH]c2=O)cc1S(=O)(=O)Nc1ccc(Br)cc1	0.8	-13%	-74%[inhibitor]	11%	9%	?	-13%	i	?
O=P(Oc1ccccc1)(Oc1ccccc1)C(O)c1ccc(Cl)cc1 (stereo not given)	0.5	10%	6%	-2%	-18%	0.1%	-4%	i	25%
CCCCOC(=O)COc1cc(C)cc2oc(=O)c3c(c12)CCC3	1.8	14%	-5%	-5%	23%	0.3%	-2%	i	?
Cc1ccc(OCC(=O)Nc2ccc(Cl)cc2C(=O)c2ccccc2)cc1C	·	·	·	-4%	0%	-0.1%	3%	·	4%
O=C(O)C1C2CCC(O2)C1C(=O)NC1CCCCC1 (stereo not given)	-4.6	6%	2%	3%	-12%	0.6%	0%	i	-7%
